Dengue-2 NS5 capping = flavivirus cap methylation enzyme inhibition – biochemical, confirmation dose response, primary screen (AID 588689); Dengue-2 NS5 methyltransferase capping enzyme assay, biochemical; higher % means a stronger effect; inhibition, % at 25 µM; hits with a dose series show IC50 in µM; 340,000 compounds, 0.3% hits; in the data active = a potency from the dose series
Dengue-2 NS5 capping pilot replicate = second read-out of Dengue-2 NS5 capping, no call of its own (marks repeat the call); inhibition, %; measured here: pilot screen replicate inhibition
* hit, by the source's call. A portion of the library, so the mix of outcomes need not match the whole.

SMILES	Dengue-2 NS5 capping	others
CC(=O)c1cc2c(cc1F)C(C)(C)CCC2(C)C	6%
COc1ccc(CCC(=O)Nc2cc3c4c(c2)CC(=O)N4CCC3)cc1	-1%
COc1ccc(C(CNC(=O)c2cccc(S(=O)(=O)Nc3ccccc3OC)c2)N2CCCC2)cc1 (stereo unspecified)	-9%
CC1(C)C(=O)Nc2ccccc2N1C(=O)COC(=O)Cc1c(F)cccc1Cl	-2%
CN(Cc1ccccc1Cl)C(=O)CNC(=O)C12CC3CC(CC(C3)C1)C2	-4%
COc1ccccc1CNC(=O)COC(=O)c1cc(=O)[nH]c2ccccc12	-6%
O=C(CN1C(=O)C(=O)N(C2CCCC2)C1=O)Nc1ccc(Cl)cc1C(F)(F)F	-2%
COc1ccc(S(=O)(=O)NCC(c2ccco2)N2CCOCC2)cc1 (stereo unspecified)	-9%
O=C(COC(=O)c1ccccn1)Nc1cccnc1Cl	8%
N#Cc1ccc(CN2CCN(C(=O)CNC(=O)Cc3cccc4ccccc34)CC2)cc1	-1%
CC(=O)C1CCC2C3CCC4=CC(=O)CCC4(C)C3(F)C(O)CC12C (stereo unspecified)	3%
Cc1ccc(S(=O)(=O)NCC(=O)OCC(=O)N(C)C2CCCCC2)cc1	-2%
Cc1ccc(C)c(OCC(=O)N2CCN(c3ncccn3)CC2)c1	1%
CCOc1ccc(CCNC(=O)COC(=O)c2ccc(OC(C)C)cc2)cc1OCC	-1%
O=C(NCCS(=O)(=O)N1CCCCCC1)c1ccc(F)cc1	-3%

Continued, starting with the last 5 of the part before.
SMILES	Dengue-2 NS5 capping	others
CC(=O)C1CCC2C3CCC4=CC(=O)CCC4(C)C3(F)C(O)CC12C (stereo unspecified)	3%
Cc1ccc(S(=O)(=O)NCC(=O)OCC(=O)N(C)C2CCCCC2)cc1	-2%
Cc1ccc(C)c(OCC(=O)N2CCN(c3ncccn3)CC2)c1	1%
CCOc1ccc(CCNC(=O)COC(=O)c2ccc(OC(C)C)cc2)cc1OCC	-1%
O=C(NCCS(=O)(=O)N1CCCCCC1)c1ccc(F)cc1	-3%
CCN(CC)c1ccc(C(NC(=O)C(C)C)c2ccc3cccnc3c2O)cc1 (stereo unspecified)	5%
Cc1cc2c(cc1C)NC(=O)CC(c1ccccc1)=N2	-10%
Cc1ccc(S(=O)(=O)N2CCN(c3nn(C)c(=O)n(C)c3=O)CC2)cc1C	-10%
COc1ccc(-c2c(C#Cc3ccsc3)c3cc(-c4ccc(C(N)=O)cc4)ccc3n2C)cc1	-3%
O=C(CCNC(=O)c1ccccc1)NNC(=O)COc1ccccc1Cl	5%
CC(C)Cn1c(N)c(C(=O)COC(=O)C2Cc3ccccc3CN2S(C)(=O)=O)c(=O)n(C)c1=O (stereo unspecified)	-2%
Cc1cc(C)c(-c2csc(NC(=O)CCCc3nc4ccccc4c(=O)[nH]3)n2)c(C)c1	-5%
NS(=O)(=O)c1cccc(NC(=O)COC(=O)c2ccccc2SCC(=O)N2CCCC2)c1	-5%
COc1ccc(NC(=O)CN(C)C(=O)c2cccc(S(=O)(=O)Nc3ccc(OC)cc3)c2)cc1	-12%
CN(Cc1ccccc1)C(=O)c1cccc(NC(=O)Cc2cccc(NC(=O)C3CCN(C(=O)C4CC4)CC3)c2)c1	-15%	Dengue-2 NS5 capping pilot replicate=-6.3
COc1cc(OC)cc(C(=O)OCC(=O)Nc2ccc3[nH]c(=O)[nH]c3c2)c1	-2%
COc1cc(NC(=O)c2cc(S(=O)(=O)N3CCCCC3)ccc2N2CCOCC2)cc(OC)c1	1%
O=C(NCc1cccc(Cl)c1)c1ccc(S(=O)(=O)N2CCCCC2)cc1	-1%
CCOc1ncccc1C(=O)OCC(=O)NC1CCCCC1	-1%
O=C(c1ccc(Cl)cc1)N1CCC(C(=O)N2CCN(c3ncccn3)CC2)CC1	-5%
Cc1ccc(N(C)S(=O)(=O)c2cccc(C(=O)N(C)Cc3cnn(-c4ccccc4)c3)c2)cc1	1%
CCN(CC)c1ccc(C=Nc2ccc(OC)c(S(=O)(=O)N3CCOCC3)c2)c(O)c1	2%
C#CCOCCOCCOCCNc1nc(N2CCN(C(=O)[C@H](CCC(=O)O)n3cc([C@@H](N)CCCCN)nn3)CC2)nc(N2CCN(C(=O)[C@H](CCC(=O)O)n3cc([C@@H](N)CCCCN)nn3)CC2)n1	-4%	Dengue-2 NS5 capping pilot replicate=-1.5
Oc1ccc(C[C@H]2CNCCN2CCC23CC4CC(CC(C4)C2)C3)cc1	1%
O=C(Cc1cccc(NC(=O)C2CCCN(C(=O)C3CCC3)C2)c1)Nc1ccc(C(=O)N2CCCCC2)cc1 (stereo unspecified)	-2%	Dengue-2 NS5 capping pilot replicate=-7.0
Cc1ccc(C)c(COC(=O)CCN=C2NS(=O)(=O)c3ccccc32)c1	-4%
COC(=O)C1=C(\O)CCCC/C=C\1C(=O)O	-10%
CCOC(=O)C1=CN(Cc2ccco2)S(=O)(=O)N(C)C1c1ccc(C(F)(F)F)cc1 (stereo unspecified)	-12%	Dengue-2 NS5 capping pilot replicate=-0.6
CCCNC(=O)C(Cc1ccc(Br)cc1)NC(=O)c1ccc(C#N)cc1 (stereo unspecified)	-13%
Nc1cc(Cl)ccc1C(=O)OCC(=O)NC1CCCCCCC1	1%
CCN(CC)CCCNC(=O)c1ccc(S(=O)(=O)Nc2ccc(C)c(C)c2)cc1	-5%
O=C(COC(=O)c1cc(Br)ccc1O)NNC(=O)c1ccc([N+](=O)[O-])cc1	4%
CC(=O)Nc1ccc(NC(=O)C(C)OC(=O)C(C)SCC(=O)Nc2ccc(F)cc2)cc1 (stereo unspecified)	-1%
O=C(NCC(c1cccs1)N1CCOCC1)c1cn(-c2ccccc2)nc1-c1ccccc1 (stereo unspecified)	-3%
COc1ccc(S(=O)(=O)N2CCC(C(=O)NCC(=O)Nc3c(C)cccc3C)CC2)cc1OC	-1%
O=[N+]([O-])c1cc2c(c([N+](=O)[O-])c1)Nc1ccccc1O2	9%
O=C(OCC(=O)c1c[nH]c2ccccc12)c1ccc(F)c(S(=O)(=O)N2CCOCC2)c1	1%
O=C(Nc1nnc(-c2ccccc2)o1)C1CCCN1S(=O)(=O)c1cccs1 (stereo unspecified)	-7%
C#CCOCCOCCOCCNc1nc(N2CCN(C(=O)CCCCCCCCCCNC(=O)Cn3cc(C[C@@H](C)O)nn3)CC2)nc(N2CCN(C(=O)CCCCCCCCCCNC(=O)[C@H](CO)n3cc(CCCSC)nn3)CC2)n1	0%
O=C(Nc1ccc([N+](=O)[O-])cc1Cl)c1cc(Cl)ccc1O	-2%
c1ccc(-c2sc3ccccc3c2-c2ccc(OCCN3CCCC3)cc2)cc1	-3%
CC(=O)Nc1ccc(NC(=O)CSC2=NS(=O)(=O)c3ccccc3N2)cc1	-7%
CC1CC(C)CN(C(C)C(=O)Nc2cc(S(=O)(=O)N3CCCCC3)ccc2Cl)C1 (stereo unspecified)	-9%
COc1ccc(-c2noc(CN(C(=O)c3ccc4c(c3)OCO4)C(C)C)n2)cc1OC	-3%
COc1cc(OC)cc(C(=O)NCC(=O)NCCN2C(=O)S/C(=C\c3ccc4c(c3)OCO4)C2=O)c1	18%
O=C(COC(=O)c1ccccc1NCCO)NNC(=O)c1cccs1	0%
Nn1c(SCC(=O)NC2CCS(=O)(=O)C2)nnc1-c1ccco1 (stereo unspecified)	-2%
CC(C)CC1C(=O)N(Cc2cn(CC3CCCCC3)nn2)CCS(=O)(=O)N1Cc1ccc(-c2ccc(Cl)cc2)cc1 (stereo unspecified)	-6%
COc1ccc2c(c1)c([C@@H]1[C@H](C)[C@H]3CCCC[C@H]3CN1S(=O)(=O)c1ccc(C)cc1)cn2C	1%	Dengue-2 NS5 capping pilot replicate=1.8
CCOc1ccccc1C(=O)NCCNC(=O)c1ccccc1OCC	-2%

Some of these compounds in order of formula weight, lowest first.
SMILES	Dengue-2 NS5 capping	others
Nn1c(SCC(=O)NC2CCS(=O)(=O)C2)nnc1-c1ccco1 (stereo unspecified)	-2%
CC1CC(C)CN(C(C)C(=O)Nc2cc(S(=O)(=O)N3CCCCC3)ccc2Cl)C1 (stereo unspecified)	-9%
CC(C)CC1C(=O)N(Cc2cn(CC3CCCCC3)nn2)CCS(=O)(=O)N1Cc1ccc(-c2ccc(Cl)cc2)cc1 (stereo unspecified)	-6%

Continuation.
SMILES	Dengue-2 NS5 capping	others
O=C(NN1C(=O)NC2(CCCCC2)C1=O)c1ccc(Cl)c(Cl)c1	-4%
CCC(C)N(C(=O)CSc1nnc(COc2ccccc2F)n1N)C1CCS(=O)(=O)C1 (stereo unspecified)	0%
C[C@H](CO)N1C[C@H](C)[C@@H](CN(C)C(=O)Nc2ccccc2)Oc2c(NC(=O)Nc3ccc4c(c3)OCO4)cccc2C1=O	-20%
Cc1cccc(-c2nnc(-c3cccc4ccccc34)o2)c1	-7%
COc1ccc(NC(=O)COc2ccc(C)nc2[N+](=O)[O-])cc1S(N)(=O)=O	-5%
CCS(=O)(=O)N1Cc2ccccc2CC1C(=O)N(C)CC(=O)Nc1ccc(OC)cc1 (stereo unspecified)	1%
CC(C)Oc1ccc(S(=O)(=O)N2CCCCC2)cc1NC(=O)CN1C(=O)NC(C)(C2CC2)C1=O (stereo unspecified)	-10%
CC(=O)Nc1cccc(/C(C)=N/Nc2ccc(S(=O)(=O)Nc3ccccc3C(=O)O)cc2[N+](=O)[O-])c1	14%

Gathered by group, the entries above containing a CF3 group (two)
SMILES	Dengue-2 NS5 capping	others
O=C(CN1C(=O)C(=O)N(C2CCCC2)C1=O)Nc1ccc(Cl)cc1C(F)(F)F	-2%
CCOC(=O)C1=CN(Cc2ccco2)S(=O)(=O)N(C)C1c1ccc(C(F)(F)F)cc1 (stereo unspecified)	-12%	Dengue-2 NS5 capping pilot replicate=-0.6
